Screening data (PubChem BioAssay)
Pf apPOL block = Pf-apPOL DNA polymerase inhibition | inhibition, % at 10 µM | Recombinant Pf-apPOL, molecular beacon fluorescence, 1.5 h | 210,000 compounds, 0.25% hits
mHTT-CaM PPI inh = inhibitors of human mutant huntingtin-calmodulin interaction; P42858; AlphaScreen His-mHTT/GST-CaM binding, luminescence; inhibition, % at 15 µM; 190,000 compounds, 3.6% hits;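 also: 0% = both proteins with DMSO and 100% = one protein alone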
* = called active by the depositor; · = no result given; & = joins results of further samples. Rule as the data show it: active = inhibition above about 50%; inactive = the rest.

A first look (three entries):
SMILES	Pf apPOL block	mHTT-CaM PPI inh
CC(=O)NCCc1ccc(S(=O)(=O)Nc2ccc3c(c2)OCCO3)cc1	-3.6	0.0
COc1cccc(CNC(=O)Cn2nc3c(cc2=O)CCCC3)c1OC	-0.8	-1.8
CC(=O)N1CCc2cc(N3CC(C(=O)Nc4ccc(F)c(C)c4)CC3=O)ccc21 (centres undefined)	-4.5	-2.8

The whole of this part, previewed entries included:
SMILES	Pf apPOL block	mHTT-CaM PPI inh
CC(=O)NCCc1ccc(S(=O)(=O)Nc2ccc3c(c2)OCCO3)cc1	-3.6	0.0
COc1cccc(CNC(=O)Cn2nc3c(cc2=O)CCCC3)c1OC	-0.8	-1.8
CC(=O)N1CCc2cc(N3CC(C(=O)Nc4ccc(F)c(C)c4)CC3=O)ccc21 (centres undefined)	-4.5	-2.8
O=C1OC(c2ccc(F)cc2)=N/C1=C\c1ccccc1Cl	-7.0	0.0
O=C(CS(=O)(=O)c1cn(Cc2cccc(F)c2)c2ccccc12)N1CCCCC1	-0.9	3.0
O=C1CC(N(O)c2ccccc2)C(=O)N1c1ccc(N2CCOCC2)cc1 (centres undefined)	2.2	-2.5
Cc1nc(C(=O)NCCCN2CCCC2)c(C)n1C1CCN(C)CC1	-2.8	13.9
NC(=O)Cc1c[nH]c2cccc(O)c12	9.9	20.1
c1ccc(-c2nnc(-c3cccnc3NCc3ccccn3)o2)cc1	-26.6	-9.9
O=C(NCc1ccc(Br)cc1)c1ccc2ncnc(N3CCCC3)c2c1	4.7	2.0
Cc1ccc(CN2CCCCC2c2nc(-c3cccnc3)no2)cc1 (centres undefined)	-2.2	8.8
O=C(NCc1ccncc1)C(=O)NCC1OCCN1S(=O)(=O)c1ccc(Cl)cc1 (centres undefined)	1.8	-6.2
CCc1[nH]nc(S(=O)(=O)N2CCN(c3ccccn3)CC2)c1C(=O)OC	-14.0	-3.6
O=C(O)COc1ccc2occ(C(=O)c3ccccc3)c2c1	2.5	0.0
O=C1NC(=O)/C(=C/c2cccc(Cl)c2Cl)S1	1.4	8.0
Cc1ccc(C(=O)N2CCC3(CC2)NC(=O)N(Cc2ccccc2Cl)C3=O)cc1	-7.2	13.9
COc1ccccc1C1C(C(=O)Nc2nc3ccccc3s2)=C(C)NC2=C1C(=O)CC(C)(C)C2 (centres undefined)	-3.0	-10.0
CC1(C)CC(=O)C2=C(C1)N=C1c3ccccc3C(=O)C1C2c1cccs1 (centres undefined)	0.2&19.3	19.0&46.4
CCN(CC)CCCNC(=O)C1CCCN(c2nc3ccc(OC)cc3s2)C1 (centres undefined)	-6.9	2.0
Cn1c(NC(=O)c2ccc(Cl)cc2[N+](=O)[O-])cc(=O)n(C)c1=O	4.6&-4.3	-7.0&-1.4
O=C1C(C=NCCc2ccccc2)=C(O)c2ccccc21	6.3	3.0
O=C(NC1CCCCCCC1)C1c2ccccc2C(=O)N1Cc1ccc2c(c1)OCO2 (centres undefined)	-8.7	-3.0
COc1cccc(CCC(=O)N2CCC(c3nc4ccncc4n3C)C2)c1 (centres undefined)	-7.5	-1.6
CC(C)(C)c1cc(C(=O)C(C#N)=NNc2cccc(Cl)c2)no1	46.8	·
Cc1ccc(OCCN2CCC(C)CC2)c([N+](=O)[O-])c1	-5.6	-3.5
CCc1cccc(N2C=C(C(=O)N3CCCC3)S(=O)(=O)c3ccccc32)c1	1.2	16.0
O=C(NCCc1ccsc1)C(=O)Nc1cccc(N2CCCCC2=O)c1	-8.4	-17.9
Cc1ccc2c(c1)OC=CC(C(=O)NC1CCCCC1)=C2	-0.5	-6.8
OC(c1ccccn1)C1CCN(Cc2ccc(Br)o2)CC1 (centres undefined)	-3.0	3.7
COc1ccc(C2=NC3(CCCCC3)N(CC(=O)Nc3cccc(Cl)c3)C2=O)cc1	-2.2	37.6
O=C1OC(/C=C/c2ccc(Cl)cc2)=NC/1=C\c1ccc(F)cc1	1.9	1.0
O=C(CSCc1ccccc1)N1CCN(c2ncnc3c2nnn3-c2ccccc2)CC1	0.4	0.2
COc1cccc(-c2nc(C3CCN(C(=O)c4ccc(F)c(F)c4)CC3)no2)c1	-2.7	7.3
COc1cccc(C2C(N3C(=O)c4ccccc4C3=O)C(=O)N2c2cccc(OC)c2)c1 (centres undefined)	1.8	7.0
COc1cc(/C=C2/N=C(c3cccc(C)c3OC)OC2=O)cc(OC)c1OC	-2.8	11.0
O=C(c1ccn(C(=O)Nc2ccccc2)n1)N1CCOCC1	-1.1	-2.4
CCN1CCN(Cc2c(O)ccc3c2OC(=Cc2cc(Br)ccc2OC)C3=O)CC1	-2.7	32.8
COc1cc([N+](=O)[O-])ccc1N1C(=O)c2c(C)nc3ccccc3c2C1=O	-7.5	5.0
Cc1csc(-c2csc(S(=O)(=O)N3CCCCCC3)c2)n1	3.0	-4.6
CN(C)c1cc(C(N)=O)c2ccccc2n1	0.8	0.3
CC(=O)Nc1cccc(NS(=O)(=O)c2ccc3[nH]c(=O)oc3c2)c1	2.7	3.0
Cc1ncc2c(SCC(=O)NCc3ccc(F)cc3F)ncnc2n1	-7.0	-15.2
O=c1[nH]c(=O)n(-c2ccc(Cl)cc2)c(O)c1C=C1C=Nc2ccc(Br)cc21	7.5	12.0
Cc1ccc(NC(=O)C2CCCN(C(=O)c3ccccc3F)C2)cc1 (centres undefined)	-6.0	28.3
O=C(NC1CC1)c1sc2ccccc2c1Cl	-2.4	-3.6

Reformatted field by field: entries from further up
> CN(C)c1cc(C(N)=O)c2ccccc2n1
  Pf apPOL block: 0.8
  mHTT-CaM PPI inh: 0.3

> CC(=O)Nc1cccc(NS(=O)(=O)c2ccc3[nH]c(=O)oc3c2)c1
  Pf apPOL block: 2.7
  mHTT-CaM PPI inh: 3.0

> Cc1ncc2c(SCC(=O)NCc3ccc(F)cc3F)ncnc2n1
  Pf apPOL block: -7.0
  mHTT-CaM PPI inh: -15.2

> O=c1[nH]c(=O)n(-c2ccc(Cl)cc2)c(O)c1C=C1C=Nc2ccc(Br)cc21
  Pf apPOL block: 7.5
  mHTT-CaM PPI inh: 12.0

(further entries)
SMILES	Pf apPOL block	mHTT-CaM PPI inh
CCOc1ccccc1NC(=O)CCS(=O)(=O)c1ccc(Br)cc1	-5.0	-7.0
CSC(=NCc1cccs1)NC(=O)c1c(Cl)cccc1Cl	-1.5	·
CCCCOc1ccc(C2=N/C(=C\c3cccc(F)c3)C(=O)O2)cc1	-4.2	3.0
CN(C)C=NCCn1c(N2CCCCC2)nc2c1c(=O)n(C)c(=O)n2C	0.8	0.0
CC(=O)Nc1ccc(N2C(=O)C3C4c5ccccc5C(c5ccccc54)C3(C)C2=O)cc1 (centres undefined)	2.7	25.0
COc1ccc(C(=O)Nc2ccncc2)cc1[N+](=O)[O-]	-11.6	-5.1
Cn1cc(CCN2CCC(C(=O)N3CCCCCC3)CC2)c2cccnc21	-1.2	2.5
O=C1C(N2CCCN(S(=O)(=O)c3cc(Cl)cc(Cl)c3)CC2)CCN1CC1CC1 (centres undefined)	-7.9	22.7
CC(=O)c1sc(C(=O)O)c(-c2ccco2)c1-c1ccco1	21.3	·
O=C(NCCN1CCCCC1)C1CCCN(c2ncccc2-c2noc(C3CCC3)n2)C1 (centres undefined)	-1.9	7.6
COc1ccc(C=C2Oc3cc(OCC=C(C)C)ccc3C2=O)cc1	-6.4	-26.7
Cc1nn(-c2nc3ccccc3[nH]2)c2c1C(=O)CC(c1cccs1)C2 (centres undefined)	-8.3	5.5
O=C(c1ccccc1)N1CCC(n2c(-c3ccoc3)nc3cccnc32)C1 (centres undefined)	-2.5	18.9
Cn1c(=O)c2c(nc(N3CCCCC3)n2CCSc2ncccn2)n(C)c1=O	9.2	0.0
CC(C)c1ccccc1OCc1nc(C(=O)N2CCCC2)cs1	-5.8	-3.3

Grouped by structure, the entries above with a COOH group
SMILES	Pf apPOL block	mHTT-CaM PPI inh
O=C(O)COc1ccc2occ(C(=O)c3ccccc3)c2c1	2.5	0.0
CC(=O)c1sc(C(=O)O)c(-c2ccco2)c1-c1ccco1	21.3	·

The listing continues:
SMILES	Pf apPOL block	mHTT-CaM PPI inh
CC(Oc1ccccc1)c1nc2c(Br)cc(Br)cc2c(=O)o1 (centres undefined)	5.3	-6.0
CC1CCCCN1C(=O)c1ccccc1N1CCC(NC(=O)c2cccs2)CC1 (centres undefined)	-4.1	13.1
CC(=O)N1CCc2cc(Br)cc(S(=O)(=O)CC(=O)Nc3ccccc3C)c21	6.0	3.0
CCOC(=O)C1CCCN(C(=O)c2nc(-c3ccc(C)cc3)n3c2CCCCC3)C1 (centres undefined)	-6.5	13.0
O=C(O)CSc1nnc(-c2ccc(Cl)cc2Cl)n1-c1ccccc1	-13.7	1.3
CCOc1ccc(C(O)=Cc2nc3ccccc3oc2=O)cc1	-3.1	-3.0
Cc1cc(C(=O)N(C)C)c(C)n1-c1ccc(O)cc1	2.6	9.9
CCc1ccccc1NC(=O)c1cnc2n(c1=O)CCS2	-3.3	-1.0
O=C(CCc1ccccc1)Nc1cc(Cl)ccc1O	-14.1	1.1
CCOc1ccc(NC(=O)C2C(C=C(Cl)Cl)C2(C)C)cc1 (centres undefined)	2.3	-31.0
O=C(c1ccc2[nH]ccc2c1)N1CC2CC1CC2NS(=O)(=O)c1ccccc1 (centres undefined)	-2.7	10.5
CCCN1CCCc2cc(N=Nc3ccc(C(F)(F)F)cc3)ccc21	-0.9	·
CNC(=O)Nc1ccc(C2(C(=O)N3CCCC3)CCC2)cc1	8.6	-0.9
Cc1ccc(CNC(=O)Cn2c(=O)n(-c3cc(F)ccc3F)c(=O)c3sccc32)cc1	2.4	-5.0
O=C(c1ccccc1)C(c1ccccc1)C(Nc1ccc(Cl)cc1)c1ccccc1 (centres undefined)	-1.7	·

In another format: six of the compounds above.
canonical_smiles,Pf apPOL block,mHTT-CaM PPI inh
O=C(CCc1ccccc1)Nc1cc(Cl)ccc1O,-14.1,1.1
CCOc1ccc(NC(=O)C2C(C=C(Cl)Cl)C2(C)C)cc1 (centres undefined),2.3,-31.0
O=C(c1ccc2[nH]ccc2c1)N1CC2CC1CC2NS(=O)(=O)c1ccccc1 (centres undefined),-2.7,10.5
CCCN1CCCc2cc(N=Nc3ccc(C(F)(F)F)cc3)ccc21,-0.9,·
CNC(=O)Nc1ccc(C2(C(=O)N3CCCC3)CCC2)cc1,8.6,-0.9
Cc1ccc(CNC(=O)Cn2c(=O)n(-c3cc(F)ccc3F)c(=O)c3sccc32)cc1,2.4,-5.0

Further results.
SMILES	Pf apPOL block	mHTT-CaM PPI inh
Cc1ccc(NC(=O)CCN2C(=O)c3ccccc3C2=O)cc1[N+](=O)[O-]	1.9	1.0
COc1cccc(C2C=C(c3cccc(Br)c3)Nc3ncnn32)c1 (centres undefined)	-6.2	59.0*
CCN(CCC(=O)Nc1ccc(OC)cc1OC)Cc1ccccc1	-1.3	1.4
Cc1ccc(C)c(N2CCN(C(=O)CCC(=O)N3CCCn4nc(C)cc43)CC2)c1	0.8	46.4
COc1ccc(CN(C)C2CCCCC2)c(OC)c1OC	-4.3	-2.9
CCOC(=O)C(CC)Sc1nnc(C)c2cnn(-c3ccccc3OC)c12 (centres undefined)	-10.2	2.4
O=C(Nc1ccc(F)cc1)C1CCCN(c2nnc3ccccn23)C1 (centres undefined)	-0.3	-4.3
Cc1ccc(CNC(=O)C2(C)CCC(=O)N2CCc2cccs2)cc1 (centres undefined)	0.2	-2.7
CCN1C(=O)CCC2(CNC(=O)c3n[nH]c4ccccc34)CCCC12 (centres undefined)	-1.6	4.3
O=C(O)c1ccc(S(=O)(=O)c2ccc(Cl)cc2)c([N+](=O)[O-])c1	2.7&-8.0	·
O=C(Nc1ccc(F)cc1F)C1CCCN(c2ncnc3c2nc2n3CCCCC2)C1 (centres undefined)	0.3	10.3
Cc1ccccc1C(=O)N1CCN(c2ccc(NC(=O)c3ccccc3)cn2)CC1	-7.3	0.3
CC(C)CN(CC(C)C)C(=O)CN1C(=O)c2ccccc2C1=O	2.9&-6.4	-8.0&-6.1
C=CCc1ccc(OCCOc2cc(C=O)ccc2OC)c(OC)c1	-8.1	-17.1
CN1CCN(c2nc3cc(C(F)(F)F)ccc3n3cccc23)CC1	8.5	·
C=CCc1cccc2cc(C(=O)N3CCN(CCO)CC3)c(=O)oc12	-1.8	7.0
COc1cccc(-n2nc(C(=O)Nc3cc(C)ccc3OC)c3ccccc3c2=O)c1	-2.1	3.0
C=C(C)CC1N(c2ccc(F)cc2)C(=O)C2C(C(=O)O)C3C=CC21O3 (centres undefined)	-7.6	1.0
COc1ccc(C2C(C(=O)Nc3cccc(C(F)(F)F)c3)=C(C)NC3=C2C(=O)CCC3)cc1 (centres undefined)	-4.8	12.0
N#CC1=C(N)N=C(SCC(=O)Nc2ccccc2)C(C(N)=O)C12CCCCC2 (centres undefined)	-0.9	10.0
CC1=C(C(=O)Nc2ccc(C)cn2)C(c2ccc(F)cc2)C2=C(CCCC2=O)N1 (centres undefined)	-65.3	3.0

A portion of the library, so the mix of outcomes need not match the whole.
